Source: PubChem BioAssay (several laboratories)
Yfh1-depleted yeast: enhancers of respiration in Yfh1-depleted yeast, dose response, Friedreich's ataxia, plus single-dose screen (AID 1465); actives 0.074% (n = 220,000); fold induction at 50 µM; hits with a dose series show EC50 in µM; S. cerevisiae Yfh1-off respiration, WST-1 reduction, 72 h; higher fold induction means a stronger effect;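 active = fold induction of absorbance versus untreated yeast above a set limit, then at least 30% activation at any dose in follow-up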;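 also: activators that raise dye reduction in frataxin-depleted yeast; strong numbers were not always called active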
CSM14.1 death rescue: rescue of cells from ER stress-induced death, primary screen, 384-well, CSM14.1, thapsigargin, ATP luminescence (AID 1222); CSM14.1 thapsigargin-induced death rescue, ATP luminescence; higher % means a stronger effect; cellular ATP content (survival), % at 20 µM, or EC50 in µM where a hit was titrated; 190,000 tested, under 10 active;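 active = EC50 below 50 µM in the dose-response confirmation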;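 also: death triggered by thapsigargin at about 15 µM added after 2 h compound pretreatment; cell ATP read after overnight thapsigargin exposure of roughly 18 to 22 hours; normalized against plate controls of thapsigargin alone and 5% DMSO vehicle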
K1F lysis inhibition: protection from phage-mediated lysis, alamar blue read-out – E. coli UTI89, K1F phage, bacterial capsule biogenesis inhibitors (AID 488966); E. coli UTI89 K1F phage lysis, alamar blue, 2 h; higher % means a stronger effect; inhibition, % at 100 µM; hits with a dose series show IC50 in µM; actives 0.02% (n = 340,000);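 active = phage lysis inhibition, versus mean bacterial control, above a set limit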;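 also: capsule biogenesis inhibitors block K1F phage lysis so surviving cells raise fluorescence; higher fluorescence means more inhibition of phage lysis; actives were called in the ten point dose series up to 300 µM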
WT yeast gro inh: growth inhibition of WT yeast, mitochondrial fusion screen; mitochondrial fusion phenotypic screen, WT strain; inhibition, % at 10 µM; actives 2.1% (n = 190,000); AID 1362; in the data active = inhibition above about 58%; tested in S. cerevisiae
SV40 large T antigen: TAg ATPase/helicase activity blockers – biochemical (AID 1903). one-dose inhibition, % at 20 µM; IC50 in µM for titrated hits. SV40 large T antigen ATPase/helicase inhibition assay; higher % means a stronger effect. actives 0.39% (n = 310,000); in the data active = a potency from the dose series; also: strong numbers were not always called active
XIAP displacement: XIAP antagonists, biochemical, IAP family, fluorescence polarization (AID 1018). XIAP BIR domain, fluorescence polarization peptide displacement; higher % means a stronger effect. displacement, % at 20 µM, or IC50 in µM where a hit was titrated. actives 0.007% (n = 200,000); in the data active = displacement above about 50%; also: a part of the inactive calls stands beside numbers as strong as those of hits
Dengue-2 NS5 capping: flavivirus cap methylation enzyme inhibition – biochemical, confirmation dose response, primary screen (AID 588689); Dengue-2 NS5 methyltransferase capping enzyme assay, biochemical; higher % means a stronger effect; one-dose inhibition, % at 25 µM; IC50 in µM for titrated hits; actives 0.3% (n = 340,000); in the data active = a potency from the dose series
West Nile antiviral: West Nile virus antiviral activity, cell-based, CPE readout (AID 1621); West Nile virus-infected cells, CPE inhibition; higher % means a stronger effect; CPE inhibition, % at 10 µM; hits with a dose series show IC50 in µM; actives 0.02% (n = 290,000); in the data active = a potency from the dose series; also: strong numbers were not always called active
RSV CPE inhibition: inhibition of RSV-induced cytopathic effect – HEp-2 cells, primary 10 µM value included (AID 2391) | HEp-2 cells, RSV-induced CPE inhibition; higher % means a stronger effect | CPE inhibition, % at 10 µM, or IC50 in µM where a hit was titrated | actives 0.13% (n = 310,000); in the data active = a potency from the dose series; also: strong numbers were not always called active
WT yeast gro inh mutant strain: recorded beside WT yeast gro inh, whose call it bears; inhibition, %; mitochondrial fusion phenotypic screen, mutant strain inhibition
Dengue-2 NS5 capping pilot replicate: second read-out of Dengue-2 NS5 capping, no call of its own (marks repeat the call); inhibition, %; measured here: pilot screen replicate inhibition
* marks the source's active call; other numbers are inactive results; i = inactive; . = not tested or not shown; & = joins results of further samples; [ ] = dose if it differs, or a comment.

SMILES | Yfh1-depleted yeast | CSM14.1 death rescue | K1F lysis inhibition | WT yeast gro inh | WT yeast gro inh mutant strain | SV40 large T antigen | XIAP displacement | Dengue-2 NS5 capping | West Nile antiviral | RSV CPE inhibition | others
CCOC(=O)N1CCN(S(=O)(=O)N2CCCC(C(=O)NCc3ccc(OC)cc3OC)C2)CC1 (stereo not drawn) | . | . | 0.5% | . | . | 9.5% | . | -7.1% | -0.7% | 3.1%
C=C(Br)Cn1c(CC)nc2ccccc21 | i | -0.2% | 0.2% | 7.8 | -6.6 | 3.1% | -2.9% | -2.4% | -1.1% | 0.3%
CN(CCOc1ccc(CC2SC(=O)NC2=O)cc1)c1ccccn1 (stereo not drawn) | i | . | i | . | . | 3.7%&17.7% | . | 1.5%&-1.5% | 1.2%&1.1% | 6.5%&15.8%
COC(=O)c1c(NC(=O)CN(c2ccccc2)S(C)(=O)=O)sc2c1CCCC2 | i | -2.7% | -3.9% | 15.3 | -2.0 | 20.3% | -5.3% | -3.7% | -1.1% | 15.3%
Cc1ccc(NC(=O)Cc2c(O)c3ccccc3[nH]c2=O)c(C)c1 | i | . | -0.6%[50 µM] | . | . | 11.5% | . | 5.6% | 0.3% | 3.0%
Cc1c(-n2cccc2C=O)cccc1[N+](=O)[O-] | i | -1.1% | 0.6% | 5.5 | 3.1 | 8.6% | -2.7% | 1.5% | -0.1% | 1.5%
COc1ccc(CNc2ccc(C)cc2)cc1Br | i | -1.5% | 0.3% | 42.2 | 13.7 | 7.4% | -7.8% | 4.0% | 0.2% | -1.1%
CCCC(=O)NCC(c1cccs1)S(=O)(=O)c1ccc(Cl)cc1 (stereo not drawn) | . | . | -0.1% | . | . | 4.8% | . | 0.9% | -0.8% | 1.4%
CC(C)C(NC(=O)c1ccccc1)C(=O)NCC(c1ccccc1)N(C)C (stereo not drawn) | i | -0.4% | 0.2% | -10.8 | 5.3 | 7.8% | -4.1% | 3.6% | 0.1% | 1.9%
Cc1ccc(NC(=O)N2CCCCC2)cc1[N+](=O)[O-] | i | . | 0.4% | . | . | 12.0% | . | 2.0% | -0.5% | 5.5%
CC(C)(C)c1cc(C(=O)N/N=C/c2ccc([N+](=O)[O-])s2)n[nH]1 | i | . | 0.4% | . | . | 10.2% | . | -6.2% | -0.6% | .
Cc1ccc(N(CC(=O)NC2CCCC2)C(=O)CCC(=O)Nc2nccs2)c(C)c1 | . | . | 0.1% | . | . | 10.9% | . | -0.8% | -1.0% | 2.3%
Cc1ccc(CNC(=O)CSc2nc3ccsc3c(=O)n2Cc2ccc(C(=O)O)cc2)cc1 | i | 2.6% | 0.6% | 4.5 | -5.8 | 10.0% | -8.1% | -7.7% | 0.6% | 1.3%
CCNC(=S)NNc1nnc(-c2ccccc2)c(-c2ccccc2)n1 | . | . | -0.3% | . | . | 8.2% | . | 4.6% | -0.9% | 3.6%
CCN(CC)S(=O)(=O)c1cc(C(=O)Nc2cc(C)on2)ccc1Cl | . | . | 0.0% | . | . | 10.6% | . | -2.4% | -0.9% | 10.1%
CC(C)OCC(O)Cn1c(N2CCCC2)nc2c1c(=O)n(C)c(=O)n2C (stereo not drawn) | . | . | 2.2% | . | . | 25.7% | . | . | -0.3% | 1.1%
COC(=O)c1ccccc1NC(=O)/C=C/C(=O)O | i | -0.8% | -0.6% | -18.7 | 5.7 | 8.3% | -5.3% | 0.7% | -0.5% | 1.2%
Cc1nc(C)c(-c2ccc(SCc3ccc(Cl)cc3)nn2)s1 | . | . | 0.7% | . | . | 10.4% | . | -7.1% | 0.1% | 17.0%
CCOC(=O)c1ccc(NC(=O)CN2C(=O)CSC(C)C2=O)cc1 (stereo not drawn) | i | -2.1% | 0.3% | -11.5 | -21.9 | 8.8% | -1.3% | . | 0.5% | 2.1%
CCCNC(=O)c1ccc(Cn2c(=S)[nH]c3c([nH]c4ccc(OC)cc43)c2=O)cc1 | i | -2.8% | 4.4% | 2.0 | 2.1 | 0.4% | 0.5% | -5.2% | -0.2% | 2.0%

The last two entries of the part before come first, to join the parts:
SMILES | Yfh1-depleted yeast | CSM14.1 death rescue | K1F lysis inhibition | WT yeast gro inh | WT yeast gro inh mutant strain | SV40 large T antigen | XIAP displacement | Dengue-2 NS5 capping | West Nile antiviral | RSV CPE inhibition | others
CCOC(=O)c1ccc(NC(=O)CN2C(=O)CSC(C)C2=O)cc1 (stereo not drawn) | i | -2.1% | 0.3% | -11.5 | -21.9 | 8.8% | -1.3% | . | 0.5% | 2.1%
CCCNC(=O)c1ccc(Cn2c(=S)[nH]c3c([nH]c4ccc(OC)cc43)c2=O)cc1 | i | -2.8% | 4.4% | 2.0 | 2.1 | 0.4% | 0.5% | -5.2% | -0.2% | 2.0%
Cc1cccc(-n2ncc(C#N)c2N)c1 | i | -1.8% | -0.1% | -7.1 | 35.8 | -0.4% | -0.9% | -8.2% | -0.1% | -0.2%
O=C(CSc1ccccc1)Nc1cccc(S(=O)(=O)N2CCCC2)c1 | i | -1.0% | 1.4%[50 µM] | -2.1 | 3.7 | 15.1% | -11.1% | -0.6% | -0.2% | 3.6%
O=C1CSC(c2ccccc2)N1CC12CC3CC(CC(O)(C3)C1)C2 (stereo not drawn) | i | -0.5% | 4.8% | -11.7 | 17.3 | -10.8% | -0.2% | -2.9% | 1.0% | 4.6%
CN(CC(=O)NC1CCN(Cc2ccccc2)CC1)S(=O)(=O)c1ccc2c(c1)c(=O)n(C)c(=O)n2C | i | -1.2% | -0.1% | 9.9 | 10.4 | 3.5% | -5.4% | -9.5% | -0.1% | 0.8%
Cc1nn(CCCC(=O)NCc2ccccc2)c(=O)c2nccn12 | . | . | -0.6% | . | . | -8.3% | . | -1.4% | -0.6% | -0.1%
Cc1nn(-c2ccccc2)c(=O)c2ccccc12 | i | -0.2% | 0.1% | 5.9 | -15.6 | 2.1% | -8.7% | 0.0% | -0.1% | 1.0%
CC12COC3(C(N)=O)CC1CCC32C (stereo not drawn) | i | -2.1% | 0.2% | 11.3 | 3.4 | -1.8% | -4.0% | -2.7% | -0.1% | 1.1%
Cc1cc(NC(=O)Nc2ccc(Cl)c(Cl)c2)n(-c2ccccc2)n1 | i | . | -0.6% | . | . | 3.4% | . | 4.7% | -0.8% | 18.1%
O=C(O/N=C\c1ccc(N2CCOCC2)c([N+](=O)[O-])c1)c1ccccc1Cl | . | -0.4% | 0.1% | 0.7 | -1.6 | 21.7% | -8.1% | -2.1% | . | 9.0%
CCC(C)Sc1ccc([C@H]2N[C@@](CC(C)C)(C(=O)OC)[C@H]3C(=O)N(CC)C(=O)[C@@H]23)cc1 (stereo partly drawn) | . | . | -0.1% | . | . | -7.5% | . | -9.6% | . | -0.5%
O=C(NNC1=C(C(=O)C(F)(F)F)CCC1)c1ccc(Br)cc1 | 59.8µM* | -4.2% | -0.3% | 10.1 | 4.7 | 10.2% | -6.1% | 2.1% | 0.2% | 5.6%
O=C(COc1ccccc1CNCc1ccccc1)Nc1ccccc1 | i | -2.3% | 3.6% | -1.8 | -18.6 | 4.7% | -1.5% | -0.7% | 0.0% | -0.5%
O=C(NNC(=O)c1cc2ccccc2cc1O)Nc1ccc(Br)cc1 | . | . | -0.1%[50 µM] | . | . | 15.8% | . | -14.4% | -0.3% | 12.2%
COc1nc(NCC(C)C)nc(Oc2ccc(OCc3ccccc3)nn2)n1 | i | -2.5% | -0.8% | 20.5 | 32.9 | 0.9% | -1.7% | -10.4% | -0.7% | -0.2%
O=[N+]([O-])c1ccc(OC/C=C2\Oc3ccc([N+](=O)[O-])cc3C2N2CCOCC2)cc1 (stereo not drawn) | i | -1.3% | 0.6% | 9.6 | 16.0 | 17.3% | -4.4% | -4.8% | -0.5% | 6.8%
Cc1ccc(Sc2ncccc2C(=O)NCC(c2ccc(F)cc2)N2CCOCC2)cc1C (stereo not drawn) | . | . | -0.8%[50 µM] | . | . | 24.1% | . | -2.9% | . | -0.7%
O=C(NCc1ccccc1)c1ccc(N2C(=O)C3CCCCC3C2=O)cc1 (stereo not drawn) | i | 0.0% | 3.1% | 8.9 | 3.4 | 33.2% | -9.3% | -2.9% | -0.5% | 0.6%
Cc1cccc(S(=O)(=O)NCCc2cn3ccccc3n2)c1 | i | 1.0% | 0.0% | -15.4 | -33.4 | 4.8% | -2.8% | -3.6% | -0.6% | 0.6%
CCOC(=O)c1nc2ccccc2c(C)c1C | i | . | -0.1% | . | . | 22.4% | . | 2.9% | -0.3% | 3.2%
Cc1ccc2nc(N3CCOCC3)c(C=O)c(=O)n2c1 | i | -3.0% | 0.0% | 1.9 | -8.2 | 1.3% | -6.1% | -5.9% | 0.4% | 1.1%
COc1cc(C(=O)NNC(=O)NC2CCCCC2)cc(OC)c1OC | i | -1.2% | 1.9% | -2.0 | -10.9 | 1.3% | 0.5% | 2.1% | 0.4% | -0.2%
COc1ccc(NC(=O)Nc2sc(NS(=O)(=O)c3ccccc3)nc2C)cc1 | i | -0.4% | -0.5% | 5.9 | -1.7 | 29.5% | -6.7% | -72.3% | 0.4% | -0.3%
O=S(=O)(NCC(c1ccco1)N1CCc2ccccc2C1)c1ccc(F)cc1 (stereo not drawn) | . | . | -0.5%[50 µM] | . | . | 9.0% | . | -3.6% | . | 0.1%
CCOc1ccc(C2NC(=O)c3ccccc3O2)cc1OCC (stereo not drawn) | . | . | -0.1% | . | . | 5.0% | . | 10.0% | -0.4% | 0.9%
CC(C)(C)NC(=O)c1ccc2c(c1)N(CC(=O)N1CCN(c3ccc(F)cc3)CC1)C(=O)C(C)(C)O2 | i | 0.2% | 0.6% | 1.3 | 2.3 | 5.4% | -7.1% | -4.1% | -1.1% | -0.1% | Dengue-2 NS5 capping pilot replicate=-1.8
CC(=O)c1ccc(N/C=C/C(=O)c2ccc(Br)cc2)cc1 | . | . | 0.5% | . | . | 10.7% | . | . | -1.0% | 3.1%
CC(=C/c1ccccc1)/C=N/Nc1nc(N2CCCCC2)nc(N2CCCCC2)n1 | i | -0.7% | 1.9%[50 µM] | 0.0 | -9.9 | 11.5% | -5.9% | -3.2% | 3.3% | 1.4%
CC(=O)c1ccc(OCc2ncc(C(F)(F)F)cc2Cl)cc1 | i | . | -0.2% | . | . | 8.0% | . | -2.3% | 0.2% | 0.7%
C#CCOC(=O)c1ccccc1C(=O)N(CC)CC | i | -1.3% | 2.1% | 23.8 | -36.0 | -3.2% | -4.2% | 7.4% | 0.5% | 1.6%
Cc1nc2cc(NC(=O)Nc3cccc4ccccc34)ccc2n1C | i | -2.7% | 0.1% | -7.7 | -0.4 | 9.0% | -7.2% | 5.3% | 0.2% | 0.6%
COc1ccc(C2C3=C(CC(C)(C)CC3=O)N(CCN3CCOCC3)C3=C2C(=O)CC(C)(C)C3)cc1 | i | . | 0.2% | . | . | 2.2% | . | 2.3% | -0.2% | -0.5%
CC(C)c1ccc(N(C(=O)c2csnn2)C(C(=O)NC(C)(C)C)c2ccncc2)cc1 (stereo not drawn) | i | 2.4% | 4.4% | 3.8 | 3.1 | -2.1% | -5.9% | -2.1% | -1.2% | -0.9%
CCc1ccc(C(=O)NNc2cc(Cl)ccc2Cl)cc1 | i | . | -0.7% | . | . | 6.0% | . | 3.1% | -0.6% | 3.5%
